KCNQ2 inh: KCNQ2 potassium channel inhibitors, primary screen, cell-based, CHO-K1, FluxOR thallium flux, B-score (AID 2156); 310,000 compounds, 1.1% hits; B-score at 10 µM; Potassium voltage-gated channel subfamily KQT member 2 (Rattus norvegicus), O88943; 20 min; stronger effect = lower value;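 active = fluorescence ratio B-score at most minus 3 library SDs, with starting brightness B-score within 2 library SDs, cut at about -5.5 in these data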
Kir21 block: inhibitors of mouse Kir2.1 inward-rectifier potassium channel; Inward rectifier potassium channel 2 (Mus musculus), P35561; HEK293-Kir2.1, FluxOR thallium flux fluorescence; stronger effect = lower value; B-score at 10 µM; 310,000 compounds, 0.85% hits; AID 1672, 2009;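 active = fluorescence ratio B-score at or below minus 3 SD of library scores, with starting-brightness B-score within 2 SD, cut at about -4.2 in these data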;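 note: channel flux triggered by added potassium and thallium sulfate stimulus; B-score of peak minus minimum fluorescence over baseline after thallium stimulus; more negative B-score means stronger Kir2.1 block with less thallium influx; some compounds called inactive have numbers as strong as hits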
Target sequence (P35561 whole entry, looked up): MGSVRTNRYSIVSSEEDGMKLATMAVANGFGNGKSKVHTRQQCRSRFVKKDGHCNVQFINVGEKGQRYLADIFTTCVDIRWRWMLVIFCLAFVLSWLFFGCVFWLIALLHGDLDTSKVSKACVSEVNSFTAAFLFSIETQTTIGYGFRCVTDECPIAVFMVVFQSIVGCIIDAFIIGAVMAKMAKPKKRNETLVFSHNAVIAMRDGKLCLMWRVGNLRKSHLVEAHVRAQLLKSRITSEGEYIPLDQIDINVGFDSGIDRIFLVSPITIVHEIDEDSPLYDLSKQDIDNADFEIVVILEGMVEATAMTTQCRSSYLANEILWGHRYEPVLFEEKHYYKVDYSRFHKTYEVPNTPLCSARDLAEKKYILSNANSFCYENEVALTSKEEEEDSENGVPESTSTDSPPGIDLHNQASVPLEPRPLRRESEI
* = called active by the depositor; i = inactive.

KCNQ2 inh | Kir21 block | compound
i | -17 | CCCCCCc1cc2cc(C(N)=O)c(=N)oc2cc1O
i | -0.73 | CCN1CCN(C(=O)c2cc3cc([N+](=O)[O-])ccc3oc2=O)CC1
i | 0.86 | CCN(CC)CCN(Cc1cc2cc3c(cc2[nH]c1=O)OCCO3)C(=S)NCC1CCCO1 (stereo unspecified)
i | -1.4 | Cn1c(CO)cnc1SCc1ccc(Cl)cc1
i | -0.28 | CN(CC(=O)Nc1ccc(F)cc1)CC(=O)Nc1ccc(Cl)c(S(=O)(=O)N2CCOCC2)c1
i | 0.11 | CS(=O)(=O)N(CC(=O)Nc1c(F)cccc1F)c1ccc(C23CC4CC(CC(C4)C2)C3)cc1
i | 0.74 | CCCCCc1ccc(-c2cn(CCCOCc3ccccc3)nn2)cc1
i | 0.46 | CCOc1ccccc1CN1CCN(S(=O)(=O)CC)CC1
i | -1.8 | CCc1ccc(CN(C)CC(=O)Nc2ccccc2[N+](=O)[O-])cc1
i | -0.16 | CSc1cccc(NC(=O)CSc2ccc(C)cc2)c1
i | -3.5 | COc1cccc(NC(=S)N2CCCN(Cc3ccc(F)cc3)C2)c1
i | 3.3 | CCn1nc(C)c(CNC(=O)CCc2nnc(-c3ccc(C(C)=O)s3)o2)c1C
i | 1.3 | COc1ccccc1OCCn1c(=O)oc2ccc(C)cc21
i | -2 | CC1CCCCN1S(=O)(=O)c1ccc(S(=O)(=O)N2CCCC2)cc1 (stereo unspecified)
i | 0.95 | CC1CN(C(=O)/C(=C/c2ccco2)NC(=O)c2ccccc2)CC(C)O1 (stereo unspecified)
i | 0.02 | O=c1c2ccccc2oc2ccc(-c3ccc4[nH]ccc4c3)cc12
i | -0.52 | CC(C)CCN1CCN(Cc2ccc(Sc3nncn3C)o2)CC1CCO (stereo unspecified)
i | -3.1 | CC1Cc2ccccc2N1S(=O)(=O)c1cccc(C(=O)OCC(=O)NCc2ccco2)c1 (stereo unspecified)
i | 0.39 | CCOc1ccc(C(NC(C)=O)c2ccc(OC)c(OC)c2)cc1 (stereo unspecified)
i | -1.9 | CCN(CC)C(=O)C1CCCN(C(=O)Nc2ccccc2)C1 (stereo unspecified)
i | 0 | COc1ccc(-c2csc(-c3cc4ccccc4oc3=N)n2)cc1
i | -1.2 | CCOc1ccc(-n2c(COc3ccc(C)cc3)nnc2SCC(N)=O)cc1
i | -1.2 | CC(C)OC(=O)CC(=O)CSc1nc2c(cc1C#N)CCCC2
i | -1.8 | N#C/C(=C\c1ccc[nH]1)C(=O)c1ccccc1
i | -0.69 | CCN(c1ccccc1)c1cc(C)nc2nc(C)nn12
i | -2 | Cn1c(=O)c2c(nc(SCC(=O)NCc3ccco3)n2C)n(C)c1=O
i | -0.45 | Cc1ccc(CN2CCN(Cc3cn(C)nc3-c3ccccc3)CC2CCO)o1 (stereo unspecified)
i | -1.6 | Cc1cc(C)c2c(n1)sc1c(N3CCN(C)CC3)ncnc12
i | 0.01 | COc1ccc(C(=O)/C=C/Nc2cccc(C)n2)cc1OC
i | -0.16 | COc1ccc(S(=O)(=O)Nc2ccc(C)cc2)cc1N(C)S(=O)(=O)c1ccc(Cl)cc1
i | -0.76 | Cc1ccc(NC(=O)COc2ccc(Br)cc2CO)cc1
i | 1.6 | COc1ccccc1N1CCN(C(=O)Cn2nc3n(C)c4ccccc4n3c(=O)c2=O)CC1
i | 2.4 | C=CCN1C(c2cccc(C(F)(F)F)c2)=CS/C1=C(/C#N)c1nnc(N2CCOCC2)n1-c1ccccc1
i | -1.5 | O=C(CCCN1C(=O)[C@H]2CC=CC[C@H]2C1=O)NCc1nc(-c2ccccc2)no1
i | -0.44 | CCN(CC)c1ncnc2c1sc1nc(C)cc(C)c12
i | -1.3 | CCOC(=O)c1c(C)n(S(=O)(=O)c2ccc(C)cc2)c2ccc(O)c(C(=O)O)c12
i | -0.73 | CC1CCN(C(=O)CSc2ccc(-c3ccccc3)nn2)CC1
i | 0.87 | Cc1ccc(CC(=O)CCc2ccccc2)cc1
i | 0 | COc1cccc(CNC(=O)C2CC(=O)N(C3CCCCCCC3)C2)c1 (stereo unspecified)
i | 1.4 | O=C(NCc1ccco1)c1ccc(C(F)(F)F)cc1
i | -0.46 | Cc1cccc(C)c1OCCOCCN1CCN(C)CC1
i | 0.37 | O=C(Nc1ccc(F)cc1)Nc1nnc(-c2ccncc2)s1
i | -1.3 | Cc1ccc(S(=O)(=O)C(C#N)c2nc3ccccc3nc2OCCO)cc1 (stereo unspecified)
i | 2.7 | COc1ccc2nc(N3CCCC3)[nH]c2c1
i | 0.02 | Cc1nnc(SCC(=O)Nc2ccc(Oc3ccccc3)cc2)n1N
i | -1.3 | O=S(=O)(NCC(c1ccco1)N1CCN(c2ccc(F)cc2)CC1)c1ccc2c(c1)OCCO2 (stereo unspecified)
i | 0.96 | CCCc1nc(N)c(C#N)c(-c2cccnc2)c1CC
i | 1.3 | O=C(CC1C(=O)NCCN1C/C=C/c1ccccc1)NCCc1cnccn1 (stereo unspecified)
i | 0.88 | CCOC(=O)CC(=O)CSc1nc2c(sc(=S)n2-c2ccccc2)c(=O)[nH]1
i | 0.36 | CCN1CCN(S(=O)(=O)c2ccc(Cl)c(C(=O)N(C)C(c3ccccc3)c3ccccc3)c2)CC1
i | 0.65 | CCOc1ccc(N(CC(=O)NCc2ccccc2)S(C)(=O)=O)cc1
i | -4.2* | Cc1cccc(OCC(O)Cn2c(=N)n(CCN3CCCCC3)c3ccccc32)c1 (stereo unspecified)
i | -2.1 | COc1cccc(COC(=O)C2CCN(S(=O)(=O)c3cccs3)CC2)c1OC
i | 0.16 | O=C(CC(Nc1ccccc1)c1ccccc1)C1CC1 (stereo unspecified)
i | 0.24 | CCCC(=O)Nc1c(C)n[nH]c1C
-7.1* | -11* | COc1cc(CNCCc2ccccc2)cc(Br)c1OCC(=O)Nc1ccccc1C
i | -3.1 | Cc1nc(NCCCn2ccnc2)c2ccccc2n1
i | -0.08 | Cc1ccc(NC(=O)CN(C)CC(=O)Nc2ccc(F)c(Cl)c2)cc1
i | 0.14 | COc1ccc(/C=C2\C(=O)NC(=S)N2C(=O)c2ccc(F)cc2)cc1
i | 0.39 | O=C(CSc1nc2[nH]ncc2c(=O)[nH]1)Nc1ccc(Cl)c(Cl)c1

Further records.
KCNQ2 inh | Kir21 block | compound
i | 2.9 | CC1Sc2ccc(C(=O)O)cc2NC1=O (stereo unspecified)
i | 0.55 | Cc1csc(NC(=O)Cc2ccccc2[N+](=O)[O-])n1
i | 0.02 | CS(=O)(=O)c1nc(-c2ccccc2)cc(C(F)(F)F)n1
i | 0.53 | CC(C)CCn1c(=O)c2sccc2n2c(CCCC(=O)N3CCN(c4ccccn4)CC3)nnc12
i | -0.02 | COc1cc(-n2c(C)nc3cccnc32)c(Cl)cc1C(=O)O
i | 0.97 | Nc1nc(-c2ccco2)nn1C(=O)c1ccc(F)cc1
i | -1.5 | COc1cccc(CN2CC(C(=O)NCc3ncc(C)[nH]3)CCC2=O)c1 (stereo unspecified)
i | 0.19 | CSc1ncc2c(=O)[nH]c(-c3ccccc3)nc2n1
i | -0.88 | O=C(CCCc1nc(-c2ccc(Cl)cc2)no1)NC1CCCCC1
i | 0.73 | CCn1c(N2CCN(S(=O)(=O)c3ccccc3C(F)(F)F)CC2)nc2ccccc21
i | -1.9 | Cc1csc(NC(=O)C2CCCCN2S(=O)(=O)c2ccccc2)n1 (stereo unspecified)
i | -0.07 | CCN(CC(=O)Nc1ccc(S(=O)(=O)N2CCCCC2)cc1)Cc1ccccc1
i | -0.02 | CCN=C1SC(C(=O)Nc2cc(Cl)cc(Cl)c2)CC(=O)N1CC (stereo unspecified)
i | -0.01 | Cc1ccc(CCNC(=O)C2CCN(S(=O)(=O)N3CCCCC3)CC2)cc1
i | -0.46 | COc1ccc(Cc2nnc(NC(=O)c3c(-c4ccccc4)noc3C)s2)cc1
i | -0.83 | CC(=O)N1CCN(c2ccc(NCc3ccccc3)cc2)CC1
i | 0.57 | COc1cc(OC)c(C2CC(=O)N3CN(c4ccccc4C)CSC3=C2C#N)cc1OC (stereo unspecified)
i | -0.17 | CCN(CC)c1ccc(C(=O)O)cc1
i | -0.18 | O=C(CCl)Nc1ccc2c(c1)OCO2
i | -0.67 | CC(C)(C)N=C1NN=C(c2ccc(Cl)cc2)CS1
i | -1.1 | COCC(C)NC(=O)C(C)N1c2cccc3cccc(c23)S1(=O)=O (stereo unspecified)
i | 1.4 | CN1CCN(c2nc3c(c(=O)[nH]c(=O)n3C)n2Cc2ccc([N+](=O)[O-])cc2)CC1
i | 0.05 | COc1ccc(S(=O)(=O)N(C)C)cc1NC(=O)COC(=O)CC1CCCC1
i | -0.14 | CC(C)(C)c1ccc(C(=O)OC/C(O)=C(\C#N)c2nc3ccccc3s2)cc1
i | -0.73 | CCn1c(Cc2ccccc2)nnc1SCC(=O)Nc1ccccc1
i | 1.1 | O=C(COC(=O)CCC(=O)c1ccc(F)cc1)Nc1nnc(-c2ccccc2)o1
i | 0.31 | CCOc1ccc(CNC(=O)C2CCC(=O)N2C2CCCC2)cc1OC (stereo unspecified)
i | -0.3 | CCOC(=O)C1=C(COC(=O)c2ccc(Br)o2)NC(=O)NC1C (stereo unspecified)
i | -0.54 | Oc1c(Cl)cc(Cl)cc1/C=N/NC(=S)NC1CC2C=CC1C2 (stereo unspecified)
i | -1.3 | CC(=O)Nc1c(C)nn(-c2ccc([N+](=O)[O-])cc2)c1C
i | -0.05 | Cc1scc(C(=O)NNC(=S)NCc2ccccc2)c1C
i | 1.8 | COc1cccc(/C=C/C(=O)N2CCN(c3ccccn3)CC2)c1
i | 0.49 | CC1CN(c2sc(S(C)(=O)=O)nc2S(=O)(=O)c2ccc(Cl)cc2)CC(C)O1 (stereo unspecified)
i | -1.3 | CC1CCCC(NC(=O)COC(=O)CSc2ccc3ccccc3c2)C1C (stereo unspecified)
i | 0.01 | O=C(NN1C(=O)/C(=C\c2cccnc2)SC1=S)c1ccco1
i | -2.4 | OCC1(Cc2ccccc2F)CCCN(CCc2ccccc2)C1 (stereo unspecified)
i | 1 | O=C(NCc1ccccn1)c1cc2c(ccc3ccccc32)oc1=O
i | -1.1 | CCn1c(/C=C/c2ccccc2)nc2ccccc2c1=O
i | -2.7 | COC(=O)CSc1nc(C(C)C)nc2ccccc12
i | -1.5 | CC(=O)Nc1ccc(OS(=O)(=O)c2ccc(C)cc2C)cc1
i | 0.88 | CC(C)C(NC(=O)C1CCCCC1)C(=O)Nc1ccncc1 (stereo unspecified)
i | 0.5 | COc1cccc(C(C)NC(=O)C2CCCO2)c1 (stereo unspecified)
i | 1.1 | COCCNC(=O)CN1c2ccccc2CC1C (stereo unspecified)
i | -0.01 | CCC(C)(C)NC(=O)Cn1c(=O)oc2cc(S(=O)(=O)N3CC(C)CC(C)C3)ccc21 (stereo unspecified)
i | 1.2 | CCCC(=O)Nc1cc2c3c(c1)CC(=O)N3CCC2
i | 0.06 | Cc1ccc(S(=O)(=O)Nc2ccc(Br)cc2/C=N/n2cnnc2)cc1
i | -1.2 | C[C@@H]1CCC[C@@]2(O[C@@H](CCO)C[C@@H](O)[C@@H]2O)O1
i | -0.51 | Cn1c(CC2C(=O)Nc3ccc(Br)cc32)nc2ccccc2c1=O (stereo unspecified)
i | 1.6 | NC(=O)COC(=O)C1c2ccccc2Oc2ccccc21
i | 0.65 | Cc1cc(-c2ccc(C)c(S(=O)(=O)NCCCN3CCCCCC3)c2)on1
i | -1.1 | CCOc1ccc(N2C(=O)CC(SCC(=O)O)C2=O)cc1 (stereo unspecified)
i | -0.02 | N#Cc1cccnc1N1CCN(C(=O)c2ccc3c(c2)S(=O)(=O)c2ccccc2C3=O)CC1
i | -0.01 | COc1ccc(NC(=O)C(c2ccc(C)cc2)N(C)C(=O)c2ccc(=O)[nH]c2)cc1 (stereo unspecified)
i | 2 | O=[N+]([O-])c1ccc(N/N=C/c2cccc(O)c2O)cc1
i | 0.26 | N/C(Cc1ccc([N+](=O)[O-])cc1)=N\OC(=O)C1CCCCC1
i | -0.82 | COc1ccccc1C(=O)N/C(=C\c1ccccc1)C(=O)NC(C)C(=O)O (stereo unspecified)
i | 0.49 | COCCN(C(=O)CSc1nnc(-c2ccccc2F)n1N)c1c(N)n(Cc2ccccc2)c(=O)[nH]c1=O
i | 0.44 | O=C(C/C=N/OCc1ccc(Cl)cc1Cl)c1ccc(Cl)cc1

Screens as filed in PubChem BioAssay.
